CHRM1 antagonist = human CHRM1 antagonism. P11229. CHO-K1 hM1, Fluo-8 calcium fluorescence, ACh EC80 antagonist. inhibition, % at 3 µM. 1.3% of 360,000 active. AID 588852;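 active = percent inhibition above its own plate's cutoff, namely the mean of that plate's compound wells plus 3 SD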;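 note: peak over basal fluorescence ratio during 140 s after agonist addition; 0% = ACh EC80 plus DMSO and 100% = DMSO alone without agonist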
Target sequence (P11229 whole entry, looked up): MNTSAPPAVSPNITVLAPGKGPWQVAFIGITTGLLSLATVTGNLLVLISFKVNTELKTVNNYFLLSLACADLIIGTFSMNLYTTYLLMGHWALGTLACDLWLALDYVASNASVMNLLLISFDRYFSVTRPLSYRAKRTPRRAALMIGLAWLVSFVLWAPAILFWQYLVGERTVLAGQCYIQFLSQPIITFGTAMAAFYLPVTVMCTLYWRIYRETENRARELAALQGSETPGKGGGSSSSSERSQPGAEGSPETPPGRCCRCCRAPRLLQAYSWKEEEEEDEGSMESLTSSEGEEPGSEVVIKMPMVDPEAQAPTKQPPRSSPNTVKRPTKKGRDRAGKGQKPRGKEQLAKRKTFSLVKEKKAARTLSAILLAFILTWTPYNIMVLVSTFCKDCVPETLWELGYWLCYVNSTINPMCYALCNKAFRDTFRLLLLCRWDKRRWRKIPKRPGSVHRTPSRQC
CHRM4 agonist = agonists of human muscarinic M4 receptor (CHRM4); P08173; CHO-K1 hM4/Gqi5, Fluo-8 calcium fluorescence; vehicle 0%, full acetylcholine response 100%; activation, % at 3 µM; 0.14% of 360,000 active; AID 624127;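 active = activation above the run mean over all test wells plus 3 SD, cut at about 32% in these data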;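 note: peak over basal fluorescence ratio per well then scaled between controls; 0% = DMSO wells and 100% = acetylcholine at EC100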
TAAR1 ag = agonists of human TAAR1 | activation, % at 3 µM | AID 624467 | Q96RJ0 | CHO RD-HGA16 TAAR1, Fluo-8 calcium fluorescence; vehicle wells 0%, saturating PEA agonist 100% | 0.99% of 360,000 active;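 active = activation above the mean activation of all test compounds in the run plus 3 SD, cut at about 38% in these data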
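Signal – calcium-sensitive Fluo-8 signal, excitation 470-495, emission 515-575 nm · System – RD-HGA16 (CHO) cells co-expressing Gα16 and hTAAR1 · Incubation – 17-24 h seeding, 75 min 37 °C dye, 30 min RT · Compound dosing – 3 µM single concentration · Repeats – no replicates (n 1)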
CHRM5 PAM = CHRM5 positive allosteric modulation; P08912; CHO-K1 hM5, Fluo-8 calcium, ACh EC20 PAM; 0% = ACh EC20, 100% = ACh EC100; activation, % at 3 µM; 0.3% of 360,000 active;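 active = activation above the run cutoff, the mean activation of all test compounds plus 3 SD, cut at about 18% in these data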
Target sequence (P08912 whole entry, looked up): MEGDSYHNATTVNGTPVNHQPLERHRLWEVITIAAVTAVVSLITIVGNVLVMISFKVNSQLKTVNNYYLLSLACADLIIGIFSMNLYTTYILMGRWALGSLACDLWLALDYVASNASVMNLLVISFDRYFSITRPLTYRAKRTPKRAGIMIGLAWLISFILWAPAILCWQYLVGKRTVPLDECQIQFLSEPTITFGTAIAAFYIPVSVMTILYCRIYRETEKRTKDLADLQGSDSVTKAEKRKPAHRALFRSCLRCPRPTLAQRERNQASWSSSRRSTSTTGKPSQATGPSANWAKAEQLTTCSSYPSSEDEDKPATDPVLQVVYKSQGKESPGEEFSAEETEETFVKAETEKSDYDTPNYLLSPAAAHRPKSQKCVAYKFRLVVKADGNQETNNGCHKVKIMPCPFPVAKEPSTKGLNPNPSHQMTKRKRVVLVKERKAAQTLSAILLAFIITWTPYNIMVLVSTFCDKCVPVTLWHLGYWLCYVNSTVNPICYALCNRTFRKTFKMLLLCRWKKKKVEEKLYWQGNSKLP
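System: CHO-K1 hM5 cells. Reagent: acetylcholine, EC20 level. Compound dosing: single dose, 3 µM nominal final test concentration. Timing: Post-acetylcholine fluorescence recording 140 s. Detection: Fluo-8 calcium fluorescence. Read-out: % activation, ACh-normalized. Benchmarks: ACh EC20 and EC100 wells. Repeats: singlicate, one well per test compound.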
CHRM4 antagonist = blocks acetylcholine activation of human M4 receptor. 0.73% of 360,000 active. inhibition, % at 3 µM. CHO-hM4 cells, ACh EC80, Fluo-8 calcium fluorescence. P08173;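 active = inhibition above its plate's cutoff, the mean inhibition of sample wells plus 3 SD, cut at about 27% in these data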;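 note: 0% = acetylcholine EC80 with DMSO and 100% = DMSO without agonist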
CHRM1 PAM = potentiates human M1 receptor response to acetylcholine; P11229; CHO-K1 hM1, Fluo-8 calcium fluorescence, ACh EC20; 0% = ACh EC20, 100% = maximal ACh; activation, % at 3 µM; 0.088% of 360,000 active; AID 588819; in the data active = activation above about 19%, passing the limit was not always enough
CHRM5 agonist = agonists of human muscarinic M5 receptor (CHRM5); 0.19% of 360,000 active; activation, % at 3 µM; AID 624037; CHO-K1 hM5 cells, Fluo-8 calcium fluorescence; 0% DMSO wells, 100% maximal acetylcholine response; P08912;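 active = activation above the run's mean over test compounds plus 3 SD, cut at about 23% in these data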;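 note: signal is peak over basal fluorescence ratio across the kinetic read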
CHRM1 agonist = human M1 muscarinic receptor agonism; CHO-K1 hM1, Fluo-8 calcium fluorescence, agonist mode; 0% DMSO, 100% acetylcholine EC100; AID 588814; 0.33% of 360,000 active; P11229; activation, % at 3 µM;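 active = activation above the run's mean compound activation plus 3 SD, cut at about 16% in these data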;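 note: peak over basal fluorescence ratio within a 140 s kinetic read after compound addition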
M5 antag = blocks acetylcholine activation of human M5 receptor; CHO-hM5 cells, Fluo-8 calcium fluorescence, ACh EC80; P08912; inhibition, % at 3 µM; AID 624040; 0.59% of 360,000 active;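 active = inhibition above a per-plate cutoff, the mean of that plate's test compounds plus 3 SD, cut at about 27% in these data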;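 note: 0% = acetylcholine EC80 with DMSO and 100% = DMSO without agonist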
* marks the source's active call; other numbers are inactive results; · = not tested or not shown.

The first 3 compounds, ahead of the listing:
SMILES	CHRM1 antagonist	CHRM4 agonist	TAAR1 ag	CHRM5 PAM	CHRM4 antagonist	CHRM1 PAM	CHRM5 agonist	CHRM1 agonist	M5 antag
CCN(CC)C(=O)c1cnn(-c2ccccc2)c1NC(=O)c1cccs1	-5.1	0.8	4.3	1.9	-1.1	6.4	-3.4	1.6	-1.1
COc1cc(/C=C/C(=O)O)cc(S(=O)(=O)Nc2ccccc2SC)c1OC	-5.9	2.7	4.8	3.8	8.7	4.7	-2.5	-6.8	0.2
Fc1ccc(-n2nnc(-c3ccccc3Cl)n2)cc1	-18.8	0.5	0.4	7.3	-1.7	17.7	-13.2	-6.6	6.5

This part in full, previewed entries included:
SMILES	CHRM1 antagonist	CHRM4 agonist	TAAR1 ag	CHRM5 PAM	CHRM4 antagonist	CHRM1 PAM	CHRM5 agonist	CHRM1 agonist	M5 antag
CCN(CC)C(=O)c1cnn(-c2ccccc2)c1NC(=O)c1cccs1	-5.1	0.8	4.3	1.9	-1.1	6.4	-3.4	1.6	-1.1
COc1cc(/C=C/C(=O)O)cc(S(=O)(=O)Nc2ccccc2SC)c1OC	-5.9	2.7	4.8	3.8	8.7	4.7	-2.5	-6.8	0.2
Fc1ccc(-n2nnc(-c3ccccc3Cl)n2)cc1	-18.8	0.5	0.4	7.3	-1.7	17.7	-13.2	-6.6	6.5
COc1cccc(C(=O)Nc2ccc(C(=O)NCC3CCCO3)cc2)c1 (stereo not drawn)	-6.9	3.4	2.3	6.3	3.3	5.2	1.9	-2.4	0.2
COc1ccc(S(=O)(=O)N2CCN(c3nc(C)cc(C)n3)CC2)cc1	-10.8	-0.2	-0.6	1.8	-10.4	3.5	-8.2	-5.7	0.3
COc1cccc(N2CCN(Cc3cccnc3)CC2)c1	1.4	1.6	3.9	0.8	-6.1	3.0	0.3	-3.0	-8.4
CCOC(=O)N1CCN(C(=O)c2ccc3nc4ccc(Cl)cc4c(=O)n3c2)CC1	-8.2	0.6	3.6	-2.9	2.1	4.3	0.6	-3.1	0.6
COCCNc1oc(/C=C/c2ccccc2OC)nc1S(=O)(=O)c1ccccc1	7.0	1.5	-2.7	-2.9	4.0	-3.5	-8.5	-4.0	5.2
CC(=O)c1cccc(NC(=O)CSc2nnc(-c3cccnc3)o2)c1	-0.2	1.4	2.1	9.0	-6.6	3.2	-7.2	-1.3	-2.0
CS(=O)(=O)N1CCN(c2ccc(NC(=S)NC(=O)c3ccc4c(c3)OCO4)cc2)CC1	-4.9	2.2	2.6	3.0	-22.8	5.7	-1.3	-4.2	-16.6
COc1cc(OC)cc(C(=O)Nc2ccc(S(=O)(=O)N(C)C)cc2)c1	-4.4	-0.3	-0.3	-0.6	6.5	3.1	-3.4	-6.1	-1.3
CC(C)CN1CCN(CC#Cc2ccccc2)CC1CCO (stereo not drawn)	-8.6	1.9	15.1	-8.2	-7.9	5.6	-18.1	-6.5	11.1
O=C(Nc1ccccc1)N(Cc1ccccc1)C1=NCCS1	-29.5	1.0	39.6*	-1.3	5.4	3.0	-7.3	-7.6	-4.1
COC(=O)CNc1nc(C2CC2)nc2c1nnn2Cc1ccccc1Cl	0.2	-0.7	27.3	3.5	-2.2	6.7	1.1	-2.8	-8.8
COc1cccc(C=O)c1OC(=O)N1CCOCC1	-3.0	10.1	1.9	-12.0	3.6	6.8	0.9	-2.5	10.0
O=C(CC1C(=O)OCN1C(=O)OCc1ccccc1)OCC(=O)c1ccccc1 (stereo not drawn)	-21.7	0.4	4.7	-3.9	8.4	4.6	-2.4	-2.4	4.8
N#Cc1ccc(OCC(=O)NNC(=O)C2CCCCC2)cc1	-8.3	1.0	0.2	-1.5	-0.6	15.6	0.6	3.6	10.4
Cc1c(Cl)cccc1NC(=S)N1CCOCC1	-0.8	1.5	3.6	-2.1	-9.9	4.2	-3.0	-5.8	4.3
COc1ccc(C(=O)CSc2nnc(NC(=O)C3CC(=O)N(c4cccc(OC)c4)C3)s2)cc1 (stereo not drawn)	-5.2	0.4	1.8	-2.6	3.7	6.3	-0.5	-2.4	-3.6
O=C(NCc1ccccc1)c1cccc(NC(=O)C2CCCCC2)c1	-7.6	3.5	0.8	-0.6	-1.6	-2.8	3.1	3.1	-3.7
O=C(c1ccc2ccccc2c1)C1CCCN(C(=O)c2cccnc2)C1 (stereo not drawn)	0.6	4.6	1.0	-4.6	11.8	0.0	0.5	-2.1	5.6
Cc1[nH]c(=O)[nH]c(=O)c1S(=O)(=O)N(CC(C)C)CC(C)C	-0.3	2.0	1.7	-1.1	11.7	-1.5	-2.4	-5.1	5.2
Cc1cccc(N2C(=O)CC(Sc3nc(C)c4c(n3)CCCC4)C2=O)c1 (stereo not drawn)	-5.5	0.8	9.5	-1.0	-3.0	9.2	1.2	-1.4	1.4
Cc1ccc(OCC(=O)NCCCNC(=O)c2ccncc2)cc1	1.4	0.7	5.1	1.1	-1.6	-0.9	-2.8	-2.8	1.5
CCOC(=O)CCCCCC(=O)Nc1ccc2c(c1)CC(=O)N([C@@H](C)CO)C[C@H](C)[C@@H](CN(C)C(=O)Nc1ccc3c(c1)OCO3)O2	6.7	-0.4	1.9	-1.6	6.8	-2.8	0.3	-7.9	10.8
CC(=O)OCC1OC(OCc2cn(C[C@H]3CC[C@H](Cn4cc(COC5OC(COC(C)=O)C(OC(C)=O)C(OC(C)=O)C5OC(C)=O)nn4)O3)nn2)C(OC(C)=O)C(OC(C)=O)C1OC(C)=O (stereo partly drawn)	14.9	0.6	2.4	-5.9	6.2	-8.5	1.0	-1.8	12.7
CN1C(=O)/C(=C\C(=O)c2cccs2)c2ccccc21	-5.6	4.5	1.6	14.7	8.4	9.8	15.9	-12.6	5.0
CCOC(=O)CNc1c(-c2ccc(O)cc2)nc2ccccn12	17.5	17.8	21.1	-19.7	10.2	-5.0	5.4	3.2	14.6
CC(C)C/C=C1\CCc2c([nH]c3ccccc23)C1=O	-14.4	1.5	2.5	10.4	-12.9	6.0	1.2	-2.8	8.0
COCCN1C(=O)CCC1(C)c1nnnn1-c1ccc2ccccc2c1 (stereo not drawn)	·	2.4	1.1	-5.6	-24.2	·	2.2	·	0.7
Cc1ccc(NS(=O)(=O)c2csc(C(N)=O)c2)cc1C	13.7	8.1	1.9	-6.5	-1.8	-11.0	1.5	-2.3	9.1
Cc1ccc(CN2CCN(/N=C/c3cccnc3)CC2)cc1	-1.9	0.3	-0.3	11.7	9.6	4.4	-4.7	-6.4	-10.2
NNC(=O)c1nn(-c2ccc(Cl)cc2)ccc1=O	-8.1	0.7	19.7	2.0	-2.1	8.7	1.6	-2.6	1.4
CCOC(=O)CC(=O)CSc1nc(C)cc(C)c1C#N	-1.6	-0.3	20.6	14.8	8.0	2.3	-12.6	-2.9	5.2
Cc1cnc(C(=O)OCC(=O)c2ccc[nH]2)cn1	8.4	0.5	4.0	-2.1	0.3	-4.3	0.1	-1.2	-0.7
O=C(COC(=O)c1ccc(Cl)c(S(=O)(=O)N2CCCCC2)c1)NCC1CCCCC1	17.7	5.0	0.4	-11.9	1.8	-10.1	-3.1	-5.8	15.3
CC(=O)Nc1ccc(S(=O)(=O)NC2(C(F)(F)F)C(=O)Nc3c2c(=O)[nH]c(=O)n3Cc2cccnc2)cc1 (stereo not drawn)	-7.1	0.7	2.6	1.4	-9.7	3.9	-0.4	-4.3	3.0
Cc1nnc(SCC(=O)NCCOc2ccc(Cl)cc2)n1-c1ccccc1	-13.1	2.0	1.3	2.5	-0.2	11.0	0.1	-3.2	-2.3
CC(C)(C)c1ccc(-c2nnc(SCCN3C(=O)c4ccccc4C3=O)o2)cc1	-19.4	4.6	4.3	-0.5	-1.6	-2.9	-2.6	-3.7	1.4
Oc1ccc(/C=N/Nc2ncc(Br)cn2)c(O)c1	-8.2	1.7	5.2	0.4	-4.8	1.0	0.6	-8.7	-6.1
CC(C)(C)c1ccc(CC(=O)N2CCC2(C)C(=O)Nc2cccc3c2CCCC3)cc1 (stereo not drawn)	-16.6	-1.7	9.5	-0.5	-4.0	3.2	0.4	-2.3	-6.8
Cc1ccc(Nc2nc(-c3ccncc3)nc3ccccc23)cc1	-15.6	-0.2	-1.2	13.0	4.5	12.3	2.9	-3.0	-5.4
CCC1(C)Cc2c(sc3nc4n(c(=O)c23)CCCS4)CO1 (stereo not drawn)	-2.6	1.7	1.3	5.7	-1.1	1.7	-2.8	-4.1	-7.8
C#CCN(Cc1ccco1)C(=O)c1cc(COc2cccc3cccnc23)on1	-7.9	10.5	7.7	-2.5	-5.7	-1.2	4.8	1.1	6.8
CCOc1cc(/C=N/N2CCN(Cc3ccccc3)CC2)ccc1O	-22.3	0.4	0.9	-4.0	-14.3	10.9	-5.4	-2.6	13.0
Cc1ccc(Oc2nc(-c3cccnc3)nc3ccccc23)c([N+](=O)[O-])n1	-3.9	2.3	-0.4	-3.1	-2.2	5.1	1.7	-5.7	2.1
CCSc1ccc(-c2cc(NC=O)c3ncc(-c4cccc(C(=O)NCCN(C)C)c4)n3c2)cc1	8.2	1.3	1.2	-0.3	9.6	-10.3	-2.9	-7.3	5.9
CC(NC1c2ccccc2-c2ccccc21)c1ccccc1 (stereo not drawn)	-19.6	-2.1	7.6	3.7	-16.7	10.3	-4.1	-2.7	-4.5
Cn1cc(/C=C2\SC(=S)N(NC(=O)c3cccc(Cl)c3)C2=O)c2ccccc21	-16.4	0.5	0.9	2.1	-3.8	10.8	-1.6	-0.5	10.7
Cc1nn(Cc2ccccc2Cl)c(Cl)c1/C=C/C(=O)OCC(=O)NC1CCS(=O)(=O)C1 (stereo not drawn)	-4.5	0.2	2.2	3.3	-5.4	4.1	-5.5	-12.6	-0.6
O=C(Nc1nc(-c2cccs2)c(C(=O)C(F)(F)F)s1)c1ccccc1	19.0	16.6	0.1	-19.1	-2.9	-16.3	11.1	2.7	3.5
Clc1ccccc1OCc1nn[nH]n1	13.7	1.2	1.6	3.0	1.4	-5.1	0.9	-3.8	4.1
COCCOc1ccc(C(F)(F)F)cc1NC(=O)CN1C(=O)NC(C)(c2ccc3c(c2)OCO3)C1=O (stereo not drawn)	-21.6	4.2	4.4	1.7	-3.5	12.4	4.3	-0.6	5.3
N#Cc1ccc(Oc2ccc(C#N)c(C#N)c2)cc1C#N	-2.3	1.0	1.1	10.6	-9.8	2.6	3.4	-0.7	4.2
O=C(N/N=C\c1cc2c(cc1[N+](=O)[O-])OCO2)c1cccs1	-30.6	1.5	-0.9	7.6	0.0	23.4	0.3	2.3	-7.4
CCOC(=O)Cn1cc([N+](=O)[O-])c(OC)n1	14.0	0.5	2.0	-0.9	-0.3	-4.0	-4.3	-1.6	-3.3
Cc1c(NC(=O)c2ccc3c(c2)OCO3)cccc1-c1nc2ccccc2s1	1.5	2.1	5.1	3.5	2.6	-7.0	-0.4	-5.6	-1.4
Fc1ccc(CSc2nsc(SCc3ccc(F)cc3)n2)cc1	-3.6	0.2	10.7	-2.1	-0.6	0.3	-1.1	-1.3	-4.2

Source: PubChem BioAssay (The Scripps Research Institute Molecular Screening Center)

The list is partial, so the mix of outcomes need not match the whole.
